Bioassay records deposited in PubChem BioAssay by several laboratories.
HEK293 NOD2/NF-kB: NOD2 signaling inhibitors, cell-based, luminescence, uHTS, HEK293 (AID 1566). HEK293 NOD2/NF-kB luciferase reporter, luminescence; higher % means a stronger effect. one-dose inhibition, % at 4 µM; EC50 in µM for titrated hits. 290,000 tested, 0.63% active; in the data active = inhibition above about 50%; also: many of its hits are not listed in these tables
Yfh1-off respiration: enhancers of respiration in Yfh1-depleted yeast, dose response, Friedreich's ataxia, plus single-dose screen (AID 1465) | S. cerevisiae Yfh1-off respiration, WST-1 reduction, 72 h; higher fold induction means a stronger effect | fold induction at 50 µM; hits with a dose series show EC50 in µM | 220,000 tested, 0.074% active;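 active = fold induction of absorbance versus untreated yeast above a set limit, then at least 30% activation at any dose in follow-up; inconclusive = repeats straddling the limit, or above it without dose testing; inactive = fold induction below the set limit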;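 also: activators that raise dye reduction in frataxin-depleted yeast; strong numbers were not always called active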
Ins promoter up: insulin promoter activators in MIN6 cells, imaging, high-content screening, mouse beta cells; 190,000 tested, 0.3% active; z-score at 5 µM; MIN6 insulin promoter-GFP reporter; hits give high values;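 active = z-score above 3 at 5 µM with at least 500 cells counted in the well; inconclusive = wells under 500 cells, flagged as cytotoxic or low count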
MT stabilize HCS: microtubule stabilizers in HeLa cells, primary screen, imaging, high-content imaging; HeLa tubulin immunostaining HCS, 24 h; share of cells brighter than vehicle mean+2SD; % tubulin-high responders, % at 10 µM; 200,000 tested, 0.83% active; AID 2205, 2009;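 active = plate Z-score above 3 for both tubulin-high and condensed-nucleus cell shares, with cell loss under 80%, at 10 µM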;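 also: anti alpha tubulin signal scored within the nucleus-defined area of each cell; some results filed as inactive read as strong as hits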
Dynein transport: inhibitors of GR-EGFP nuclear translocation, primary screen, dynein cargo transport inhibitor project, imaging, high-content, 3617.4 mouse cells | test concentration mostly 20 µM; stimulated with dexamethasone, 1 µM; hits give low values | z-score, hits read low | 220,000 tested, 0.47% active;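 active = plate z-score of nuclear minus cytoplasmic receptor signal below a set negative limit, without overly bright fluorescence or cell loss, cut at about -3.5 in these data, passing the limit was not always enough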;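 also: z-score of nuclear minus cytoplasmic ring GR-EGFP intensity difference per well; some compounds called inactive have numbers as strong as hits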
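medium = tetracycline-free induction medium containing charcoal-stripped FBS | also added = 1.0 µM final dexamethasone stimulus | schedule = 48 h induction, 1 h compound, 30 min dex at 37 °C | technique = fixed, Hoechst-stained cells imaged at 10x for EGFP | measure = GR-EGFP nuclear translocation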
NOD1 NF-kB reporter: NOD1 signaling inhibitors, primary screen, cell-based, luminescence, uHTS (AID 1578). NOD1-driven NF-kB luciferase reporter cells, luminescence; higher % means a stronger effect. 290,000 tested, 1% active. inhibition, % at 4 µM, or EC50 in µM where a hit was titrated; in the data active = inhibition mostly above about 36%, no sharp cut-off; inactive = mostly below about 34%;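 also: HEK-293T reporter cells stimulated with the NOD1 agonist gamma-tri-DAP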
Autophagy mod: autophagy modulators in MEF cells, primary screen, imaging, high-content, MEF GFP-LC3 | AID 463193, 2010 | 190,000 tested, 0.98% active | calls only at 10 µM (by protocol) | MEF GFP-LC3 puncta imaging; test concentration mostly 10 µM;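 active = percentage of spot-positive cells more than 3 SD above its plate mean, without a fluorescence outlier flag or 80% toxicity; inconclusive = no clear call, values can overlap the other calls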;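 also: spot-positive cell cutoff set from DMSO-treated cells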
bCat nuc transl: modulators of beta-catenin nuclear translocation, primary screen, imaging, HeLa cells, immunofluorescence, high-content; nuclear translocation activity, % at 5 µM; 190,000 tested, 0.3% active;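 active = nuclear translocation activity above 50% at 5 µM, with a well cell count of 50 or more; inconclusive = wells under 50 cells across six images, flagged as toxic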;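 also: per-cell ratio of nuclear to cytoplasmic median beta-catenin stain intensity; plate controls were DMSO negative control for no effect and GSK-3 inhibitor IX positive control for full effect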
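Test system: HeLa cells, endogenous beta-catenin; Compound: single 5 µM dose plus 0.02–20 µM confirmation series; Times: compound exposure 24 h at 37°C; Signal: fluorescence imaging of beta-catenin antibody stain plus DAPI; Read-out: % activation, nuclear-to-cytoplasmic median beta-catenin signal ratio per cell.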
M17LAP inhibition: P. falciparum M17LAP inhibitors, primary screen, biochemical, fluorogenic H-Leu-NHMec substrate, 1536-well (AID 1619); recombinant M17LAP, H-Leu-NHMec fluorogenic kinetic assay; higher % means a stronger effect; Leucine aminopeptidase (Plasmodium falciparum (isolate 3D7)); one-dose inhibition, % at 30 µM; IC50 in µM for titrated hits; 220,000 tested, 0.38% active;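 active = compound inhibiting the enzyme by more than half at any dose during confirmatory dose-response retesting; inconclusive = strong single-dose inhibitors picked by rank but not retested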;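 also: plate controls were full reaction with DMSO carrier for no effect and no enzyme background for full effect; strong numbers were not always called active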
Dynein transport cytoplasmic EGFP: also measured in Dynein transport; calls as there; z-score; measured here: cytoplasmic GR-EGFP intensity; hits give high values
Dynein transport nuclear GR-EGFP: second read-out of Dynein transport, no call of its own (marks repeat the call); z-score; measured here: nuclear GR-EGFP intensity;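 lower value marks the stronger effect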
Dynein transport cell count: second read-out of Dynein transport, no call of its own (marks repeat the call); z-score; measured here: cell count per field
Ins promoter up cell count: also measured in Ins promoter up; calls as there; cell count; measured here: cytotoxicity, nuclei count;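 total cells summed across four imaged fields per well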
bCat nuc transl cell count 5 µM: recorded beside bCat nuc transl, whose call it bears; cell count; measured here: cell count, cytotoxicity flag
MT stabilize HCS Hoechst-high %: recorded beside MT stabilize HCS, whose call it bears; % Hoechst-high responders; measured here: nuclear condensation Hoechst responders;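 share of cells brighter than vehicle mean plus two SD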
MT stabilize HCS cytotoxicity %: second read-out of MT stabilize HCS, no call of its own (marks repeat the call); toxicity, %; measured here: cytotoxicity by cell density;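 0% = mean cell density of plate MIN control wells and 100% = no cells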
Autophagy mod cell loss 18 h: recorded beside Autophagy mod, whose call it bears; toxicity, %; measured here: cell loss, nuclei count;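 cell loss after 18 h compound exposure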
* hit, by the source's call; i = inactive; ? = inconclusive; . = not tested or not shown; + = active, no number. These rows are one share of the data, so the mix of outcomes need not match the whole.

SMILES	HEK293 NOD2/NF-kB	Yfh1-off respiration	Ins promoter up	Ins promoter up cell count	MT stabilize HCS	MT stabilize HCS Hoechst-high %	MT stabilize HCS cytotoxicity %	Dynein transport	Dynein transport cytoplasmic EGFP	Dynein transport nuclear GR-EGFP	Dynein transport cell count	NOD1 NF-kB reporter	Autophagy mod	Autophagy mod cell loss 18 h	bCat nuc transl	bCat nuc transl cell count 5 µM	M17LAP inhibition
CCN1CCN(C(=O)Nc2ccc(Cc3ccc(NC(=O)N4CCN(CC)CC4)cc3)cc2)CC1	-13.4%	i	0.64	1160	3.1	3.6	5.2	0.534	-0.0318	0.5	-0.294	-30.7%	i	-0.1	-1.5	837	2.8%
CC(=O)NC(Cc1ccccc1)C(=O)OCC(=O)c1ccccc1 (stereo not given)	11.8%	i	-0.3	1393	3.2	2.9	2.5	0.305	-0.318	-0.132	0.241	-7.0%	i	0.2	-5.3	586	9.0%
Fc1ccc2[nH]c3c(N4CCN(C5CCCCC5)CC4)ncnc3c2c1	21.4%	.	?	.	3.7	2.7	4.4	0.303	-0.187	0.461	0.325	28.0%	i	-4.2	2.2	1136	-33.2%
Cc1ccc(-c2ccc([C@H]3[C@H]4C=CC[C@@H](C)[C@@H]4C(=O)N3Cc3ccccc3)c(F)c2)cc1	-2.9%	i	.	.	.	.	.	-0.127	-0.796	-0.116	0.308	0.2%	.	.	-0.5	1200	4.1%
CC(=O)Nc1cccc(-n2nnc(SCC(=O)Nc3ccccc3)n2)c1	0.6%	i	0.73	1335	.	.	.	0.0335	-0.2	-0.166	0.542	-8.5%	.	.	-2.7	1050	-2.2%
CCn1c(N2CCN(C(=S)Nc3ccc(OC)cc3)CC2)nc2ccccc21	12.9%	i	-0.69	1476	2.7	1.3	8.8	-0.394	-0.272	-0.027	0.995	-26.3%	i	0.9	0.0	1097	8.2%
COc1ccccc1/C=C/C=N/n1c(-c2ccc(Cl)cc2)n[nH]c1=S	0.4%	i	0.05	1438	.	.	.	0.965	-0.0469	0.472	-0.436	2.6%	.	.	-2.3	1217	0.2%
Cc1ccc2nc(SCc3nnc(-c4ccccc4[N+](=O)[O-])o3)c(C#N)cc2c1	5.8%	i	0.06	1409	3.9	2.4	4.5	0.964	0.083	0.887	-0.499	21.8%	+	21.6*	0.9	1205	11.7%
CCOC(=O)CSc1ncccn1	4.5%	i	0.04	1425	3.4	1.6	0.1	-0.816	-0.264	-0.202	0.459	-13.8%	i	-22.1	0.9	995	-2.6%
Cc1ccc(S(=O)(=O)NC(=O)COc2ccccc2C(N)=O)cc1	22.6%	i	0.73	1257	1.8	1.3	3.1	0.377	-0.212	0.159	-0.392	-2.6%	i	-2.0	0.0	796	-4.3%
CC1CCN(c2ccc([N+](=O)[O-])c(SCCO)c2)CC1	-7.4%	i	0.65	916	.	.	.	0.843	-0.222	1.13	-0.697	9.4%	.	.	0.3	1360	-3.0%
O=C(COC(=O)C1CCN(S(=O)(=O)c2ccccc2C(F)(F)F)CC1)NCc1ccc(F)cc1	5.5%	i	0.17	1164	1.3	2.9	11.1	-0.688	-0.312	-0.712	0.77	26.1%	i	-14.6	2.5	480	-0.8%
CC(=O)NC1=C(C#N)C(c2ccccc2)c2c(ccc3ccccc23)O1 (stereo not given)	-11.4%	i	.	.	43.1*	22.5*	33.6*	-0.178	-0.287	0.563	0.474	15.8%	i	34.1	57.5*	737*	6.4%
O=c1cnnc(N/N=C/C2CC=CCC2)[nH]1 (stereo not given)	7.6%	i	-0.23	1178	3.6	2.3	0.7	0.00401	-0.191	-0.312	-0.0359	-31.1%	i	16.1	-1.5	1122	2.2%
CNC(=O)N1c2ccccc2NC(=O)CC1C (stereo not given)	1.4%	i	0.02	1078	4.6	2.1	7.8	-0.229	-0.043	-0.0532	-1.03	-24.3%	i	1.3	1.7	1081	1.1%
OCCC1CN(C2CCSCC2)CCN1C1CCCC1 (stereo not given)	-17.3%	i	-0.2	1380	1.4	0.5	3.6	0.102	-0.236	0.491	-0.4	-6.8%	i	-27.3	1.1	1008	.
O=C(CCSc1nnc(-c2ccncc2)o1)Nc1cccc(Cl)c1	16.3%	i	0.04	1596	3.7	1.8	3.9	-0.292	-0.203	-0.0839	0.873	-14.1%	i	7.3	-1.5	951	3.7%
CC(=O)OCC1(C)CN(c2ccccc2)N(C(=O)c2ccc(C(C)(C)C)cc2)C1=O (stereo not given)	-23.7%	i	-0.19	1212	4.8	1.7	4.3	-0.788	-0.319	-0.179	0.05	-26.0%	i	1.3	-1.6	1124	-0.5%
CCOC(=O)c1c([N+](=O)[O-])c(C)[nH]c(=O)c1C#N	31.4%	i	-0.01	1318	.	.	.	1.18	-0.294	0.508	-0.374	-0.9%	.	.	3.8	959	13.4%
COc1ccc(/C=N/N2CCN(C3c4ccccc4-c4ccccc43)CC2)cc1OC	10.4%	i	0.2	1423	2.8	1.9	13.8	-0.381	-0.257	-0.336	0.161	-33.8%	i	6.6	2.3	986	5.7%
O=C(CSC1=Nc2ccccc2C2=NC(c3ccccc3)C(=O)N12)NC1CCCCC1 (stereo not given)	8.4%	i	0.48	728	2.1	1.1	3.5	-0.253	-0.298	-0.145	0.724	-15.5%	i	4.0	.	.	-4.3%
O=C(CN1C(=O)CCSc2ccccc21)Nc1ccccc1	-5.8%	i	-0.2	1234	2.8	2.6	12.1	1.56	-0.178	1.6	-0.397	-6.7%	i	8.5	-0.4	1080	12.0%
Cn1c(=O)c2c(ncn2Cc2ccccc2)n(C)c1=O	-5.3%	i	.	.	2.3	1.7	4.8	1.33	-0.23	0.826	-0.166	-46.8%	i	8.5	-1.8	1120	2.5%
CCCS(=O)(=O)N1CCC(C(=O)NCCc2ccc(C)cc2)CC1	14.6%	i	-0.16	1799	5.3	3.4	7.1	-0.434	-0.0485	-0.2	0.416	-10.6%	i	-0.9	-1.4	1121	-8.6%
COc1ccc(NC(=O)Cn2c(=O)n(CC(=O)NCc3ccco3)c(=O)c3ccccc32)cc1OC	20.0%	i	-0.06	1661	2.9	2.1	5.7	0.668	-0.207	0.106	0.177	-15.8%	i	4.8	-2.6	970	-3.9%
CCN(CC)C(=O)Cn1cc(C(=O)C(=O)NCc2ccco2)c2ccccc21	20.2%	i	-0.77	1214	3.1	3.3	4.3	0.603	-0.178	0.235	0.0689	6.2%	i	1.0	0.3	1096	25.3%
COC(=O)C(Cc1ccccc1)NC(=O)c1cccc(S(=O)(=O)N(C)C)c1 (stereo not given)	5.2%	i	2.27	1262	3.2	2.7	7.4	-0.725	-0.245	0.00497	-0.135	-41.3%	i	-8.0	-0.2	1075	-2.2%
C=CCNC(=O)CC1Nc2c3ccccc3nc(=S)n2C1=O (stereo not given)	13.8%	i	.	.	2.0	1.9	4.6	-1.11	-0.326	-0.546	0.333	-32.9%	i	19.0	-1.1	1080	50.7%
Cc1occc1-c1nnc(SCC(=O)NCC2CCCO2)n1C (stereo not given)	8.4%	i	-0.58	1318	1.7	2.5	22.5	-0.737	-0.204	-0.486	0.101	-24.0%	i	-5.4	-0.8	1101	-6.0%
COC(=O)c1sc(=S)sc1C(=O)OC	17.4%	i	-0.2	1320	1.5	1.6	8.8	0.163	-0.0655	0.426	-0.966	-11.7%	.	.	-3.0	1038	-6.4%
CCOc1cc(CN2CCCC(C(=O)c3cccc(C(F)(F)F)c3)C2)ccc1O (stereo not given)	8.8%	i	0.14	1437	1.6	2.2	7.0	-0.625	-0.219	-0.228	0.578	4.7%	i	9.9	-1.1	1061	13.2%
CC1CCCC(NC(=S)NC(=O)c2cncc(Br)c2)C1C (stereo not given)	-3.4%	i	0.78	1305	2.5	4.8	3.9	-0.162	-0.318	-0.515	0.566	-5.7%	i	-3.9	-3.1	556	-16.1%
COCCn1c(-c2cccc(Br)c2)nc2c(c(=O)c3ccccc3n2C)c1=O	13.4%	i	1.14	1360	.	.	.	-0.288	-0.205	-0.255	-0.409	-9.0%	.	.	0.3	1337	8.1%
Cc1ccc(Cl)cc1NC(=S)N(CCN(C)C)Cc1cccs1	7.3%	i	-0.05	1226	3.1	1.7	8.9	0.0971	-0.245	0.365	0.179	-34.7%	i	2.4	0.1	1031	-6.2%
C=CCn1c(SCC(=O)c2c(N)n(C)c(=O)n(C)c2=O)nnc1-c1ccncc1	16.8%	i	0.39	1200	8.5	0.9	12.8	0.49	-0.354	0.181	-0.474	-19.7%	i	3.0	0.3	1089	-0.4%
